ADAM10 inh – inhibits human ADAM10 | O14672 | AID 720582 | inhibition, % at 7 µM | recombinant ADAM10, EDANS/DABCYL FRET peptide cleavage, 3 h | 370,000 tested, 0.62% active;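 active = inhibition above a per-campaign cutoff equal to the mean of compounds falling between control-based bounds plus 3 SD, cut at about 20% in these data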;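 also: 0% = DMSO wells while the 100% control is not disclosed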
TDP2 absorb – blocks human TDP2 phosphodiesterase activity; O95551; recombinant TDP2, T5PNP hydrolysis, p-nitrophenol absorbance 415 nm; inhibition, % at 12.8 µM; 370,000 tested, 0.34% active; AID 720702;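 active = inhibition above the mean of all tested compounds plus 3 SD, set per campaign, cut at about 25% in these data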;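 also: 0% = DMSO with enzyme and 100% = buffer with substrate but no TDP2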
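System – recombinant human TDP2 · Quantity – TDP2 enzyme at 120 nM final · Doses – single concentration, 12.8 µM nominal, with 1% DMSO · Incubation – 2 h at 37 °C · Measured by – epi absorbance of p-nitrophenol freed from T5PNP by hydrolysis · Read-out – % inhibition relative to enzyme-containing and enzyme-free wells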
DDE Tn7 FP inh – disrupts Tn7 cyclic peptide binding to fibrin D-Dimer-E complex; AID 720508; inhibition, % at 8.3 µM; FP displacement of FITC-Tn7 peptide from fibrin DD(E); 0% = median of compound wells per plate; P02675; 370,000 tested, 0.13% active;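 active = inhibition above the mean of compounds falling within the control limits plus 3 SD of them, cut at about 14% in these data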;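 also: 0% = plate median of compound wells and 100% = 10 µM Aha-Tn7 peptide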
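Measure: % inhibition scaled between sample-field median and high-control FP; Test system: human fibrin DD(E); Quantity: 2 µM final DD(E) protein; Doses: one dose, 8.3 µM nominal; Schedule: compound with protein 10 min, then 3 h after probe, room temperature; Detection: fluorescence polarization; Medium: Tris buffer with calcium and detergent, pH 7.8.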
PLCb3 inh – blocks human PLC-beta3 enzyme activity | Q01970 | Purified PLC-beta3, fluorogenic substrate, fluorescence | inhibition, % at 12.2 µM | 370,000 tested, 0.18% active | AID 720704; in the data active = inhibition above about 11%;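 also: 0% = median of compound wells on plate and 100% = full blocker control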
ARFGAP1 inhibitor – inhibits rat ARF GTPase activating protein 1; AID 651572; 360,000 tested, 0.26% active; Arfgap1-stimulated ARF1 GTP hydrolysis, GDP FP detection; inhibition, % at 16.5 µM; Q62848;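 active = inhibition above a per-plate limit, mean inhibition of low control wells plus 3 SD, cut at about 25% in these data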;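 also: 0% = DMSO wells with enzyme and 100% = wells lacking Arfgap1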
Target sequence (Q62848 1-136 limits assumed): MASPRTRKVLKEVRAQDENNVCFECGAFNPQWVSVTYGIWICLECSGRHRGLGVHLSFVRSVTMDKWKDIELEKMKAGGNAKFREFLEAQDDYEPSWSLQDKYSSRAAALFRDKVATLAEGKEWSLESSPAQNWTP
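Material – truncated rat Arfgap1 GAP domain · Buffer or medium – HEPES-based buffer, pH 7.5 · Reagent – human ARF1(Δ1-17)-GTP substrate · Dosing – 16.5 µM single point, 1.26% DMSO · Schedule – GTP hydrolysis reaction 2 h at 25 °C · Technique – GDP detection by fluorescence polarization · Benchmarks – No-Arfgap1 wells (100%) versus DMSO full-reaction wells (0%) · Repeats – single replicate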
ASAP1 inh – inhibitors of human ASAP1 ArfGAP activity; Q9ULH1; ASAP1-stimulated ARF1 GTP hydrolysis, GDP FP detection; inhibition, % at 16.5 µM; 360,000 tested, 0.19% active; in the data active = inhibition above about 25%;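 also: 0% = vehicle with enzyme and substrate and 100% = no enzyme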
ADAM17 inh – inhibitors of human ADAM17 | 370,000 tested, 0.83% active | AID 720648 | inhibition, % at 6.95 µM | recombinant ADAM17, EDANS/DABCYL FRET peptide cleavage;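 active = inhibition above the mean of compounds lying between control limits plus 3 SD, set per campaign, cut at about 8.5% in these data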;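 also: 0% = DMSO-only wells as the low control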
Target sequence (P78536 215-824 limits assumed): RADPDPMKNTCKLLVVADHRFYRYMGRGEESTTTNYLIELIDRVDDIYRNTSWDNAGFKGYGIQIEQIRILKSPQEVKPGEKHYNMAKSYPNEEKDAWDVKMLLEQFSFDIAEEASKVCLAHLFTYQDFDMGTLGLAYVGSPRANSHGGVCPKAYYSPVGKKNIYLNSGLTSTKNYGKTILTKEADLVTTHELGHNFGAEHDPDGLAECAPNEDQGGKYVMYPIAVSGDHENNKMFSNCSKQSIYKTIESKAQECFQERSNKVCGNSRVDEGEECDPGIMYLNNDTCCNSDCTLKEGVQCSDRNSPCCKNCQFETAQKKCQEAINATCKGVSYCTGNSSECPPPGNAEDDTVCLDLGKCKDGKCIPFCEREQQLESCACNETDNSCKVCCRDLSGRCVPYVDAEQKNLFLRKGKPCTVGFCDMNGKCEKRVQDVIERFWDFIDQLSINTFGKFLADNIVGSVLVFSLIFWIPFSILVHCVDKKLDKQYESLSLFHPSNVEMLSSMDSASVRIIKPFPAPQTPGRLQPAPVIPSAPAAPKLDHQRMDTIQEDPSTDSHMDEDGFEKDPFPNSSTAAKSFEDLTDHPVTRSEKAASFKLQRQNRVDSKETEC
PLCg1 inh – inhibitors of human phospholipase C gamma1; inhibition, % at 12.2 µM; 370,000 tested, 0.84% active; P19174; purified PLC-gamma1, fluorogenic substrate, fluorescence; in the data active = inhibition above about 9.5%
SIAE primary – inhibitors of human sialic acid acetylesterase SIAE | AID 1053197 | Q9HAT2 | inhibition, % at 9.66 µM | SIAE FP-Rh probe binding, fluorescence polarization | 370,000 tested, 0.69% active;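 active = inhibition above a cutoff: mean of compounds within the control limits plus 3 SD of those, cut at about 17% in these data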;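 also: 0% = plate median of compound wells and 100% = probe without SIAE protein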
Tn6 DDE FP – inhibitors of Tn6 peptide binding to human fibrin DD(E); 370,000 tested, 0.21% active; P02675; AID 720509; Fibrin DD(E) TRITC-Tn6 fluorescence polarization displacement; inhibition, % at 8.3 µM;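 active = inhibition above a per-campaign cutoff: mean of compounds within control limits plus 3 SD, cut at about 15% in these data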;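 also: 0% = median of all compound wells on the plate and 100% = blocking peptide control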
* marks the source's active call; other numbers are inactive results; i = inactive. Not a hit list; about 3.6% have a hit in one of these screens.

SMILES	ADAM10 inh	TDP2 absorb	DDE Tn7 FP inh	PLCb3 inh	ARFGAP1 inhibitor	ASAP1 inh	ADAM17 inh	PLCg1 inh	SIAE primary	Tn6 DDE FP
O=C1CSC(c2cn(-c3ccccc3)nc2-c2cc3ccccc3oc2=O)N1Cc1ccco1 (stereo not drawn)	-288	-19	3	i	7	4	-51	i	-18	-4
O=C(CCc1nc2ccccc2c(=O)[nH]1)Nc1ccccc1N1CCCC1	-7	10	4	-14	-2	6	-5	-5	11	6
COc1cc(C(O)c2nc(-c3cc4ccccc4o3)cs2)ccc1F (stereo not drawn)	15	-2	-4	-8	28*	17	8	2	-9	-4
Cn1cc(-c2cccc3nncn23)cn1	-16	0	-3	-4	-7	-9	-6	-1	-4	-1
CC(C(=O)NCc1ccccc1)n1c(-c2ccc3c(c2)CCO3)nc2ccccc21 (stereo not drawn)	-23	-2	1	-3	-4	-9	-6	-1	-1	-3
COc1cc(CCC(=O)OCC(=O)Nc2ccc3c(c2)OCO3)cc(OC)c1OC	-3	-4	0	-11	11	7	-3	-1	10	-5
S=c1[nH]nc(CSc2nc3ccccc3s2)n1Cc1ccccc1	22*	1	-2	-2	9	-8	1	-2	-1	-7
Cc1nnc(SC(C)C(=O)NCC2CCCO2)n1-c1ccccc1 (stereo not drawn)	-2	7	-4	2	-7	3	0	-1	3	-3
COC1OC2COC(c3ccccc3)OC2C(O)C1NC(=O)c1ccccc1 (stereo not drawn)	-1	4	-3	1	-3	0	-3	1	-4	-1
COc1cc(NC(=O)C2CC(=O)NC3=C2C(=O)CCC3)c(OC)cc1Cl (stereo not drawn)	-6	12	9	-1	-1	-3	-4	-2	-2	0
O=C(O)c1ccccc1C(=O)NCCCCCCNC(=O)c1ccccc1C(=O)O	-1	-5	2	-3	0	13	-2	2	0	0
COCCNC(=O)c1onc(CSc2cccc(OC)c2)c1C(=O)NCCOC	-4	7	-7	1	-5	-8	-3	-1	-1	2

Given with the structure last: part of the list above
ADAM10 inh | TDP2 absorb | DDE Tn7 FP inh | PLCb3 inh | ARFGAP1 inhibitor | ASAP1 inh | ADAM17 inh | PLCg1 inh | SIAE primary | Tn6 DDE FP | SMILES
-288 | -19 | 3 | i | 7 | 4 | -51 | i | -18 | -4 | O=C1CSC(c2cn(-c3ccccc3)nc2-c2cc3ccccc3oc2=O)N1Cc1ccco1 (stereo not drawn)
-7 | 10 | 4 | -14 | -2 | 6 | -5 | -5 | 11 | 6 | O=C(CCc1nc2ccccc2c(=O)[nH]1)Nc1ccccc1N1CCCC1
15 | -2 | -4 | -8 | 28* | 17 | 8 | 2 | -9 | -4 | COc1cc(C(O)c2nc(-c3cc4ccccc4o3)cs2)ccc1F (stereo not drawn)
-16 | 0 | -3 | -4 | -7 | -9 | -6 | -1 | -4 | -1 | Cn1cc(-c2cccc3nncn23)cn1
-23 | -2 | 1 | -3 | -4 | -9 | -6 | -1 | -1 | -3 | CC(C(=O)NCc1ccccc1)n1c(-c2ccc3c(c2)CCO3)nc2ccccc21 (stereo not drawn)
-3 | -4 | 0 | -11 | 11 | 7 | -3 | -1 | 10 | -5 | COc1cc(CCC(=O)OCC(=O)Nc2ccc3c(c2)OCO3)cc(OC)c1OC
22* | 1 | -2 | -2 | 9 | -8 | 1 | -2 | -1 | -7 | S=c1[nH]nc(CSc2nc3ccccc3s2)n1Cc1ccccc1
-2 | 7 | -4 | 2 | -7 | 3 | 0 | -1 | 3 | -3 | Cc1nnc(SC(C)C(=O)NCC2CCCO2)n1-c1ccccc1 (stereo not drawn)
-1 | 4 | -3 | 1 | -3 | 0 | -3 | 1 | -4 | -1 | COC1OC2COC(c3ccccc3)OC2C(O)C1NC(=O)c1ccccc1 (stereo not drawn)
-6 | 12 | 9 | -1 | -1 | -3 | -4 | -2 | -2 | 0 | COc1cc(NC(=O)C2CC(=O)NC3=C2C(=O)CCC3)c(OC)cc1Cl (stereo not drawn)
-1 | -5 | 2 | -3 | 0 | 13 | -2 | 2 | 0 | 0 | O=C(O)c1ccccc1C(=O)NCCCCCCNC(=O)c1ccccc1C(=O)O
-4 | 7 | -7 | 1 | -5 | -8 | -3 | -1 | -1 | 2 | COCCNC(=O)c1onc(CSc2cccc(OC)c2)c1C(=O)NCCOC

Next section:
SMILES	ADAM10 inh	TDP2 absorb	DDE Tn7 FP inh	PLCb3 inh	ARFGAP1 inhibitor	ASAP1 inh	ADAM17 inh	PLCg1 inh	SIAE primary	Tn6 DDE FP
CN(C(=O)COC(=O)C1CCN(S(=O)(=O)c2ccc3c(c2)OCCO3)CC1)C1CCCCC1	-7	18	2	-10	-7	-6	1	4	-8	4
Cc1cccc(C(=O)Nc2cccc(C(=O)NC3CCCC3)c2)c1	0	2	0	-5	7	-7	-3	2	-1	-7
O=C(CSC1=NCCN1)NC1CCCCCC1	-3	-3	1	-6	6	7	2	5	3	-4
COc1ccc(CC(=O)OCc2csc(CC(=O)Nc3ccc(C)cc3)n2)cc1	3	-6	-9	1	2	-3	2	2	-4	1
COc1cc(NC(=O)c2sc(C)nc2C)c(OC)cc1NC(=O)c1ccccc1	-5	-12	-5	-10	0	-3	-2	-2	6	-6
COC(=O)c1cccc(S(=O)(=O)N2CCC(NC(=O)Nc3cccc(F)c3)CC2)c1	2	-6	3	2	4	-3	-2	5	1	5
CC(NC(=O)CNC(=O)c1cccc(Cl)c1)c1ccccc1 (stereo not drawn)	-5	-10	1	-11	2	7	-3	-3	1	-3
CCCCn1c(N)c(N(CC(C)C)C(=O)C2CC(=O)N(c3ccc(CC)cc3)C2)c(=O)[nH]c1=O (stereo not drawn)	-10	-10	-2	-5	-5	-1	-4	-1	5	4
CN(CC(=O)Nc1ccccc1Br)C(=O)c1ccncc1	-15	-1	0	-8	-6	3	-5	-2	-1	1
CCc1ccccc1NC(=S)NCC1CCN(c2ccc(OC)cc2)C1 (stereo not drawn)	6	14	-5	-6	-1	2	1	0	8	6
C[C@@H]1CN(S(=O)C(C)(C)C)[C@@H](CCO)/C1=C\c1ccccc1 (stereo partly drawn)	-1	-3	-10	4	-9	-2	2	0	0	1
Cn1cc(Cl)c(C(=O)OCC(=O)Nc2cccc(Cl)c2)n1	-4	-11	1	-4	16	1	-5	0	15	-5
Cc1ccccc1C(=O)Nc1ccc(C(=O)N/N=C/c2ccc(F)cc2)cc1	-12	3	8	-7	9	3	0	-3	-1	3
C#CCO[C@@H]1C[C@H](n2cnc3c(=O)[nH]c(NC(=O)C(C)C)nc32)O[C@@H]1CO	4	1	-7	2	-4	-7	-2	-5	-4	-4
CC(C)N(CCn1c(SCC(=O)Nc2cccnc2Cl)nc2ccccc2c1=O)C(C)C	-24	0	7	-6	-6	0	-2	2	8	1
O=C(CN1CCC(O)(c2ccc3c(c2)OCO3)CC1)N1CCOCC1	-1	10	3	0	13	18	-3	-1	-4	-3
CN(C)C(=O)c1cccc(-c2cnc3c(NC=O)cc(-c4ccccc4Cl)cn23)c1	-40	-10	-2	-53	-2	2	-16	-37	-8	-7
Cc1ccc(C)c(NS(=O)(=O)c2ccc(-n3cccn3)cc2)c1	2	2	-1	2	7	0	1	0	-8	-11
CCOc1ccc(NS(=O)(=O)c2ccc(OCC(=O)N3CCCC3)cc2)cc1	2	-2	1	6	4	3	-2	1	2	-4
O=C(COC(=O)c1ccc2ccccc2c1)NCc1ccccc1	-4	2	0	3	3	-1	-6	-1	-2	0
CCOCc1nnc(NC(=O)c2ccc(NC(C)=O)cc2)s1	-9	5	-10	-1	1	-6	-2	2	-5	7
CN(C)N1C(N)=C(C#N)C(c2ccc(F)cc2)C2=C1CC(C)(C)CC2=O (stereo not drawn)	4	-11	-5	-12	-3	-4	4	0	-2	0
Cn1c(SCC(=O)NCc2ccco2)nnc1C1CCCC1	-7	2	-10	0	-1	22	2	8	-2	7
CCOc1c(C(=O)CC)cc2c(C)cc(=O)oc2c1C	-4	-3	0	-5	10	-1	-7	-4	-2	6
COc1ccc(/C=C(/NC(=O)c2ccco2)C(=O)N2CCOCC2)cc1	2	-11	0	-1	1	0	3	3	-2	-3
COC(=O)c1ccc(Nc2c([N+](=O)[O-])c(=O)oc3ccccc23)cc1	6	-6	-2	-3	-8	-1	0	4	-5	8
COc1ccc(C2(C(=O)Nc3ccc(OC)cc3OC)CCCC2)cc1	5	-12	-1	4	-5	3	3	2	-1	0
Nc1ccc(NC(=O)CCN2CCOCC2)cc1	-6	8	0	-4	4	0	-2	2	7	1
CNC(=O)C1(C(F)(F)F)C/C(=C\CCO)CCCO1 (stereo not drawn)	-2	-7	2	0	5	1	-2	0	4	-7
Cc1cccc(Cl)c1NC(=O)N(C)c1ccccc1	-17	-13	0	5	1	8	-4	12*	1	-9
COc1ccccc1N/N=C/c1c(CO)cnc(C)c1O	-475	9	5	-126	8	6	-155	-82	4	0
COc1ccc(C(=O)NCCNc2ccccc2[N+](=O)[O-])cc1	2	-8	0	-4	20	1	0	-1	-3	-4
CC(C)COC(=O)c1nnsc1NC(=O)Nc1ccccc1	8	0	-3	2	11	1	2	5	7	-4
Cc1ccc2c(c1)[C@@H]1[C@H](CO2)[C@H](c2ccccc2)[C@]2(C)C(=O)N[C@H](C)C(=O)N12	-13	6	-4	-6	0	-7	-8	-5	2	-4
CCOc1ccc(NC(=O)Cc2nnc(SCC(=O)N3CCOCC3)n2C)cc1	-7	-9	-3	-6	6	9	-5	0	11	-7
COc1ccc(N(C(=O)Cc2cccs2)C(C(=O)NC2CCCC2)c2ccncc2)cc1 (stereo not drawn)	-9	6	4	-4	12	-3	-3	-1	0	0
CCCC1CC(c2csc(N)n2)CCO1 (stereo not drawn)	-1	-9	-2	4	-12	-6	-2	6	-1	4
CC1(C(=O)NS(=O)(=O)C2CC2)CCN(C(=O)c2ccccc2F)C1 (stereo not drawn)	-6	-9	-7	1	-2	5	-5	0	1	1
CNC(=S)N/N=C/c1c(C)c(C(=O)c2ccc(F)cc2)n2ccccc12	4	-3	10	-16	-1	12	0	-12	5	6

Source: PubChem
